Rtt109 Vps75 – inhibitors of C. albicans Rtt109/Vps75 HAT, primary screen, biochemical, ThioGlo CoA-SH fluorescence, plate reader | Histone acetyltransferase RTT109 (Candida albicans (strain SC5314 / ATCC MYA-2876)), … | purified Rtt109/Vps75, 4 h | inhibition, % at 34.9 µM | actives 0.16% (n = 330,000);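 active means inhibition of at least 50% in every replicate; inconclusive means best replicate reaches 50% inhibition but some replicates fall short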
Target sequence (Q5AAJ8 whole entry, looked up): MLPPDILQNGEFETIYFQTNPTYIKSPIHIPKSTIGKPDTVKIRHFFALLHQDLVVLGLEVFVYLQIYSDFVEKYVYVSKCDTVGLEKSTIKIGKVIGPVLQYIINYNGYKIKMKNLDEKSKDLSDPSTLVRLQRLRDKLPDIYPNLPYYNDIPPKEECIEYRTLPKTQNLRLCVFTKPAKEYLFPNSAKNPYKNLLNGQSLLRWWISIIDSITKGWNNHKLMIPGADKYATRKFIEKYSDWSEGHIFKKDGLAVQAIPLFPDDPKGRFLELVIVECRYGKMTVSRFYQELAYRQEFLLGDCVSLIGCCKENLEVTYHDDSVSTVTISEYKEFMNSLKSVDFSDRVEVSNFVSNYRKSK
phage Ecoli inh – growth loss of phage-infected E. coli, primary screen, RecBCD inhibitor project, absorbance, with phage, HTS; inhibition, % at 11.9 µM; actives 0.26% (n = 360,000); AID 651602, 2012; in the data active means inhibition above about 11%
Ecoli viability – E. coli V3065 growth inhibition, primary screen, counter-screen for AddAB inhibitor project, absorbance, OD600 | inhibition, % at 11.9 µM | 18 h | actives 0.27% (n = 330,000);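 active means inhibition above the campaign's mean inhibition across all tested compounds plus 3 SD, cut at about 9.9% in these data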;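 further: uninfected addAB+ strain grown without phage in ampicillin broth; 0% = DMSO wells and 100% = ciprofloxacin 0.95 µg/ml wells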
DAGLB inh – DAGLB lipase inhibitors, primary screen, biochemical, fluorescence, HTS. Diacylglycerol lipase-beta (Homo sapiens), Q8NCG7. HEK293T DAGLB membrane lysate, EnzChek fluorogenic substrate. inhibition, % at 5.17 µM. actives 0.059% (n = 340,000); in the data active means inhibition above about 34%;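 further: 0% = enzyme with vehicle and 100% = wells lacking enzyme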
Target sequence (Q8NCG7 whole entry, looked up): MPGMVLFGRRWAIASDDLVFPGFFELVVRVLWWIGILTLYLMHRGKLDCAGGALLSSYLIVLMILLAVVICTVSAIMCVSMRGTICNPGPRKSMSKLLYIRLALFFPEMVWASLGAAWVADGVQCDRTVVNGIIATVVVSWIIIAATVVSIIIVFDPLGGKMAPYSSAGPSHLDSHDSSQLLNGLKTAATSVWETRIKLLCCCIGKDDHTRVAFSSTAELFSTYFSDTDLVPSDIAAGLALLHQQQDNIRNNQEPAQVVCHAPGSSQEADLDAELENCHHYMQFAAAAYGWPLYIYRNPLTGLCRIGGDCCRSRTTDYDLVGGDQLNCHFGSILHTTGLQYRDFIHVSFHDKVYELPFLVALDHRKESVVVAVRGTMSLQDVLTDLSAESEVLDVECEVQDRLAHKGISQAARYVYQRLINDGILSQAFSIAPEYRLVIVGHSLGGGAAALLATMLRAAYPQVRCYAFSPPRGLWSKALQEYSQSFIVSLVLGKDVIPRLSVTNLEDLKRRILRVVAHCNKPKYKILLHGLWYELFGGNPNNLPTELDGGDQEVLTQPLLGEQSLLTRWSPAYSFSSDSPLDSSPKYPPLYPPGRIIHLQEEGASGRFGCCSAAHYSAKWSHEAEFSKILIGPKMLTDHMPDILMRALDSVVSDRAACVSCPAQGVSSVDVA
PfHsp90 set2 – growth inhibition of PfHsp90-expressing yeast, primary screen, antimalarial PfHsp90 inhibitor project, S. cerevisiae, BacTiter-Glo luminescence, single point, set 2. BacTiter-Glo ATP, 48 h; yeast lacking PDR1 and PDR3 efflux regulators. inhibition, % at 9.4 µM. actives 0.32% (n = 310,000). AID 504621, 2011;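 active means every replicate shows inhibition above about 80%, whatever the replicate mean, limit read from the data; inconclusive means mean inhibition reaches the set limit but some replicate falls short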;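 further: 0% = DMSO neutral controls and 100% = 20 µM radicicol positive controls; yeast relying on Plasmodium falciparum Hsp90 in place of its own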
PvdQ inh – P. aeruginosa PvdQ acylase inhibitors, primary screen, biochemical, fluorescence, plate reader and imaging, single point; purified PvdQ acylase; PvdQ acylase [Pseudomonas aeruginosa LESB58]; actives 0.063% (n = 340,000); inhibition, % at 10 µM; in the data active means inhibition above about 30%, passing the limit was not always enough; inconclusive means no clear call, values can overlap the other calls;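 further: 0% = vehicle neutral wells and 100% = reference inhibitor wells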
Wnt bcat act – Wnt/beta-catenin pathway activators, primary screen, cell-based, plate reader, single point; actives 1.2% (n = 300,000); Wnt/beta-catenin reporter cell assay, activator; activation, % at 9.35 µM; in the data active means activation above about 30%, passing the limit was not always enough; inconclusive means no clear call, values can overlap the other calls;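 further: 0% = neutral control wells and 100% = positive control wells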
AddAB inh – growth inhibition of E. coli expressing H. pylori AddAB, primary screen, AddAB inhibitor project, absorbance; inhibition, % at 11.9 µM; actives 0.29% (n = 330,000); in the data active means inhibition above about 12%;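 further: 0% = vehicle wells of infected cells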
CAL PDZ FP – CAL PDZ peptide-binding inhibitors, primary screen, biochemical, fluorescence polarization, Cer-tagged CAL PDZ, HTS. inhibition, % at 20 µM. purified CAL PDZ, TMR-peptide fluorescence polarization, 1 h. Golgi-associated PDZ and coiled-coil motif-containing protein (Homo sapiens), Q9HD26. actives 0.02% (n = 330,000);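 active means highest replicate inhibition of at least 40%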;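 further: plate controls were DMSO neutral control wells for no effect and unlabeled competitor peptide control wells for full effect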
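Read-out basis: mP drop reported as inhibition | Assay system: Tagged CAL PDZ protein CerCALP, purified | Benchmarks: Unlabelled peptide for full inhibition, DMSO wells as neutral | Schedule: 1 h incubation at room temperature before polarization reading | Buffer or medium: Sodium phosphate/NaCl buffer pH 7.4 with TCEP, IgG, Thesit | Doses: Single point, 20 µM | Measured by: Fluorescence polarization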
Tat transport – E. coli Tat export inhibitors, primary screen, MC4100, TorA-mCherry reporter, fluorescence, single point | inhibition, % at 10 µM | actives 0.036% (n = 340,000) | AID 488895, 2010;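 active means mean replicate inhibition at least 50% and at least half of replicates individually reaching 50%; inconclusive means only one of the two criteria met; inactive means neither criterion met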;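 further: exported cargo escapes ClpAP degradation while cytoplasmic cargo is degraded and loses fluorescence; 0% = median of neutral control wells and 100% = median of NaSCN control wells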
* hit, by the source's call; ? = inconclusive; . = no result given. This is a random part of the collection; about 1.9% have a hit in one of these screens.

SMILES | Rtt109 Vps75 | phage Ecoli inh | Ecoli viability | DAGLB inh | PfHsp90 set2 | PvdQ inh | Wnt bcat act | AddAB inh | CAL PDZ FP | Tat transport
O=[N+]([O-])c1ccc(S(=O)Cc2ccccc2)c([N+](=O)[O-])c1 (configuration not stated) | -0.9 | -1.9 | . | -13.8 | 136.8* | -2.9 | -6.2 | . | 0.2 | 3.4
CCOC(=O)C1(C)C(C(=O)OC)=C(c2ccc(OC)cc2)c2ccccc2N1C(=O)OC (configuration not stated) | -9.1 | 1.1 | 2.0 | -3.3 | -3.7 | -14.1 | -0.8 | 1.7 | 0.7 | 5.8
CC(C)N1C(=O)CCC1C(=O)NC1CCCC1 (configuration not stated) | 2.5 | 3.1 | -2.6 | 0.3 | 11.8 | -1.7 | -0.7 | -4.1 | -0.6 | -1.4
CS(=O)(=O)N(CC(=O)N1CCN(c2ccc(F)cc2)CC1)C1CCCCC1 | -1.2 | 1.7 | 0.9 | 1.3 | -22.2 | -0.5 | . | 0.6 | 0.5 | 2.7
O=C1CCC(=O)N1OCCOc1ccc2c(c1)CCC2 | 0.5 | -0.1 | -2.6 | -0.3 | -11.5 | -4.6 | -3.0 | 1.9 | -2.8 | 0.8
O=C1N(Cc2ccccc2)c2ccc(Cl)cc2C12OCCO2 | -0.7 | 2.7 | 0.3 | -5.4 | -13.8 | -5.5 | 0.7 | 1.8 | 0.0 | -0.4
O=S(=O)(NCc1ccc(F)cc1)c1ccc(-n2cccn2)cc1 | -2.6 | 1.8 | -0.3 | -2.7 | -2.7 | -10.1 | -2.1 | 2.9 | -2.5 | 2.9
Cc1ccc(NC(=O)c2ccc(NCCCN3CCOCC3)c([N+](=O)[O-])c2)cc1Cl | 5.4 | 3.8 | -1.8 | 10.3 | 13.0 | 3.5 | . | -0.3 | -2.3 | 1.4
CC(C)C(=O)Nc1cccc(C(=O)Nc2ccccc2C(=O)O)c1 | -6.5 | 1.6 | 4.4 | 1.2 | 16.8 | -6.5 | . | 9.3 | -0.4 | -3.4
CCOC(=O)C1(Cc2ccc(O)cc2)NC(c2ccco2)C2C(=O)N(c3ccccc3F)C(=O)C21 (configuration not stated) | -5.8 | 2.9 | -1.1 | -1.4 | . | 4.3 | -2.3 | -2.9 | . | 0.6
CCN(C(=O)CSc1nc2cc(C(F)(F)F)ccc2n1Cc1ccccc1)C1CCS(=O)(=O)C1 (configuration not stated) | 15.8 | 1.8 | -1.8 | -0.6 | -2.6 | -14.4 | -1.6 | -0.6 | -2.7 | 11.9
COc1ccc(OC)c(NC(=O)CCN2CCN(c3ccccc3F)CC2)c1 | . | 2.0 | -2.0 | -0.5 | -13.0 | -7.1 | -1.2 | 2.0 | -2.1 | 6.6
CC(=O)c1cc(F)c(N2CCN(c3ccc([N+](=O)[O-])cc3F)CC2)cc1C | 13.1 | 0.5 | 0.1 | 0.8 | 22.9 | 1.2 | . | -0.9 | -2.6 | 3.3
Cc1cccc(OCCCC(=O)Nc2ccc(N3CCOCC3)cc2)c1 | 4.4 | 0.2 | 0.4 | 2.0 | -2.3 | 3.6 | . | -0.4 | -0.6 | -11.4
Cc1cc(C)nc(NS(=O)(=O)c2ccc(NC(=S)NC(=O)CC(C)C)cc2)n1 | -11.2 | 1.1 | -4.2 | 2.9 | 15.2 | -12.6 | -3.7 | 0.2 | -3.0 | 4.3
CC1CC(C)CN(C(=O)c2ccc3c(=O)n(Cc4ccc5c(c4)OCO5)c(=S)[nH]c3c2)C1 (configuration not stated) | -1.7 | 1.6 | -2.9 | 0.5 | 15.6 | -15.2 | . | -0.5 | -0.4 | -7.9
CCOC(=O)c1cn2nc(Oc3ccc(C#N)cc3)ccc2n1 | -0.3 | -2.0 | 4.1 | -3.3 | -22.0 | -19.5 | 4.4 | 5.7 | 0.3 | -10.4
COc1ccccc1C(=O)NCC(=O)N/N=C/c1ccc2c(c1)OCO2 | -9.7 | 1.1 | -1.8 | -0.9 | 15.5 | -9.8 | -2.9 | 2.2 | -3.1 | -5.1
CCCCNC(=O)CSc1nc2c(sc(=S)n2-c2cc(Cl)ccc2OC)c(=O)[nH]1 | -3.1 | -1.5 | 2.2 | 3.4 | -0.7 | -0.3 | 0.9 | 0.8 | -0.7 | -5.1
Cc1cc(C)c(NC(=O)COC(=O)C2CCCO2)c(C)c1 (configuration not stated) | -10.2 | 1.8 | -2.3 | -2.8 | . | -5.7 | -1.4 | 0.9 | 0.4 | -3.0
O=C(N/N=C/c1ccc([N+](=O)[O-])o1)c1cc(-c2ccncc2)nc2ccccc12 | -0.5 | 2.5 | 3.0 | 5.5 | 46.8 | 13.1 | . | 1.2 | -0.2 | -10.0
COc1cccc(C(=O)NCCSc2ccc(Br)cc2)c1 | 2.2 | 6.3 | -1.3 | -8.7 | -28.2 | -20.3 | 1.7 | -0.1 | 0.0 | 5.1
O=C(OCC(=O)N1CCCC1)c1cc(Br)ccc1Cl | 7.9 | 3.0 | 1.9 | 1.3 | -15.0 | 8.8 | 0.4 | 7.0 | 1.1 | -6.5
Fc1ccc2cnc(-c3ccccc3)cc2c1 | -1.1 | 1.1 | 1.6 | -13.1 | -0.1 | -0.8 | ? | 2.2 | 1.5 | -14.6
CCN(CC)C(=O)[C@H]1C[C@H](CC(=O)NC(C)(C)C)C(=O)N2CCc3c([nH]c4ccc(Cl)cc34)[C@]12C | -5.5 | 2.5 | -0.7 | 2.7 | -1.4 | -13.6 | -1.9 | -1.9 | -0.3 | -2.7

In the list so far, four contain a nitro group on carbon:
SMILES | Rtt109 Vps75 | phage Ecoli inh | Ecoli viability | DAGLB inh | PfHsp90 set2 | PvdQ inh | Wnt bcat act | AddAB inh | CAL PDZ FP | Tat transport
O=[N+]([O-])c1ccc(S(=O)Cc2ccccc2)c([N+](=O)[O-])c1 (configuration not stated) | -0.9 | -1.9 | . | -13.8 | 136.8* | -2.9 | -6.2 | . | 0.2 | 3.4
Cc1ccc(NC(=O)c2ccc(NCCCN3CCOCC3)c([N+](=O)[O-])c2)cc1Cl | 5.4 | 3.8 | -1.8 | 10.3 | 13.0 | 3.5 | . | -0.3 | -2.3 | 1.4
CC(=O)c1cc(F)c(N2CCN(c3ccc([N+](=O)[O-])cc3F)CC2)cc1C | 13.1 | 0.5 | 0.1 | 0.8 | 22.9 | 1.2 | . | -0.9 | -2.6 | 3.3
O=C(N/N=C/c1ccc([N+](=O)[O-])o1)c1cc(-c2ccncc2)nc2ccccc12 | -0.5 | 2.5 | 3.0 | 5.5 | 46.8 | 13.1 | . | 1.2 | -0.2 | -10.0

(next part)
SMILES | Rtt109 Vps75 | phage Ecoli inh | Ecoli viability | DAGLB inh | PfHsp90 set2 | PvdQ inh | Wnt bcat act | AddAB inh | CAL PDZ FP | Tat transport
CCN(CC(=O)Nc1cccc(S(=O)(=O)N2CCCCC2)c1)Cc1ccccc1 | 1.8 | 3.8 | -1.9 | -1.7 | 1.5 | -15.3 | -4.4 | 3.3 | -2.1 | 10.1
C/C=C/c1ccc(OCCOCCOc2cccc3cccnc23)c(OC)c1 | 4.8 | 3.8 | -1.0 | -7.3 | 19.8 | -4.4 | 0.6 | 3.5 | -3.9 | 2.8
COc1ccc(Cc2nnc(SCC(=O)N(C)c3ccccc3)o2)cc1 | 2.1 | 1.6 | -2.9 | -0.9 | -6.4 | -7.6 | -2.1 | 2.4 | -2.3 | 4.7
COc1cccc(NC(=O)CSCC(=O)Nc2ccccc2)c1 | 1.9 | 2.7 | 0.2 | -4.4 | 18.7 | 2.4 | . | 2.9 | -1.6 | 1.5
CCOC(=O)C1=C(COC(=O)c2c(OC)cccc2OC)NC(=O)NC1C (configuration not stated) | -0.6 | 2.4 | 0.6 | 1.0 | 51.9 | -11.0 | 4.3 | 2.0 | 0.7 | 8.7
Nc1nnc(SCC(=O)N2CCN(c3ccccc3)CC2)n1-c1ccccc1 | 12.5 | 0.6 | -0.7 | -5.3 | -12.6 | 7.9 | -3.1 | 1.7 | -1.0 | -6.5
CN(CC(=O)NC1CCCCCCC1)S(=O)(=O)c1cccc2cccnc12 | -2.2 | 2.6 | 0.3 | -3.3 | 5.1 | -8.6 | -1.3 | 3.9 | -1.1 | -0.6
Cc1cc2cc(CCNC(=O)c3ccc(S(=O)(=O)N4CCCC4)cc3)c(=O)[nH]c2cc1C | -9.2 | 2.1 | -1.4 | 3.6 | -6.0 | -14.4 | -0.4 | 1.6 | -2.7 | 11.2
CCCCCNCc1cccn1C | 4.8 | 1.1 | 1.1 | 2.0 | -6.7 | -7.1 | . | 1.3 | -4.1 | 2.9
COc1ccccc1Nc1nc2c(s1)CCC2 | -10.9 | 1.1 | -0.2 | 1.4 | -18.5 | -7.0 | -1.7 | 2.2 | -0.1 | -4.5
Cc1cccc(/C=N/NC(=O)c2ccncc2)n1 | . | -1.4 | 0.5 | -1.2 | 8.7 | -4.5 | -4.0 | 1.0 | -1.8 | -11.9
CCOC(=O)C(NC(=O)c1ccccc1)(OCc1ccccc1)C(F)(F)F (configuration not stated) | 2.0 | 1.3 | -2.5 | -5.0 | 24.3 | -13.8 | -0.8 | 0.9 | 1.1 | 9.7
Cc1ccc(C(=O)N2CCCC(CCC(=O)N3CCN(c4ccccn4)CC3)C2)cc1C (configuration not stated) | -1.4 | 4.3 | 2.6 | -1.1 | -64.9 | -11.3 | 1.1 | 2.9 | -0.6 | -2.0
CCC(C(=O)Nc1cc(C)cc(C)n1)c1ccccc1 (configuration not stated) | . | 2.7 | 0.8 | . | . | . | -2.9 | -1.6 | . | .
COc1ccc2[nH]cc(CCNC(=O)C3CCCNC3=O)c2c1 (configuration not stated) | 8.0 | 0.4 | 0.5 | -8.8 | 5.2 | 16.8 | -1.8 | 1.9 | -1.2 | 0.9
O=C(NCc1ccc(Cl)cc1)c1ccc(COCC(F)(F)F)o1 | -10.2 | 0.2 | -1.2 | -3.6 | -10.1 | -11.1 | . | 0.5 | -3.9 | -5.0
Cn1c(=O)c2c(O)c(C=NCc3ccccc3)c(=O)n(C)c2n(C)c1=O | . | 0.7 | -1.8 | . | . | . | -1.2 | 0.1 | . | .
Cn1c(Cc2cccs2)nnc1SC/C=C/c1ccccc1 | -0.3 | 0.3 | 0.5 | 0.9 | 21.7 | -3.4 | -1.3 | 0.2 | -1.0 | -8.1
CCCCOC(=O)CNc1nnc(SCC(=O)OCC)[nH]c1=O | -1.3 | 1.6 | 2.8 | 2.4 | -1.0 | -9.8 | . | 3.4 | 1.7 | -0.2
CC(C)N1C(=O)C(=O)N(CC(=O)N2c3ccccc3NC(=O)CC2C)C1=O (configuration not stated) | -4.7 | 4.9 | . | -5.5 | . | 6.5 | -1.1 | . | -0.9 | -6.0
O=C(NCCCN1CCOCC1)c1onc(CSc2nc3ccccc3[nH]2)c1C(=O)NCCCN1CCOCC1 | -1.7 | 1.0 | 1.8 | 0.3 | 12.7 | -1.0 | 1.4 | 2.4 | 0.2 | 0.4

Assay outcomes as filed in PubChem.
